influenza NS1A = H1N1 influenza NS1A inhibitors, functional cell based assay (AID 504329). one-dose inhibition, % at 12.5 µM; IC50 in µM for titrated hits. 340,000 compounds, 0.3% hits. NS1A functional cell-based assay, percent inhibition; higher % means a stronger effect; in the data active = a potency from the dose series; inconclusive = inhibition above about 27% without an active follow-up result; note: strong numbers were not always called active
M. tuberculosis HTS = M. tuberculosis growth inhibition, HTS (AID 449762). 330,000 compounds, 0.59% hits. inhibition, % at 25 µM; hits with a dose series show IC50 in µM. M. tuberculosis H37Rv growth inhibition, 7H9 media; higher % means a stronger effect; in the data active = a potency from the dose series; inconclusive = inhibition above about 70% without an active follow-up result;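 note: bacterial growth assessed after seven days of incubation; strong numbers were not always called active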
PhoP GFP inhibition = Inhibition of PhoP regulon, Salmonella typhi GFP reporter cells, confirmation, 4 h (AID 1850). 310,000 compounds, 0.33% hits. inhibition, % at 50 µM; hits with a dose series show IC50 in µM. Salmonella Typhi PhoP-promoter GFP reporter, fluorescence, 4 h; higher % means a stronger effect; in the data active = a potency from the dose series; inconclusive = inhibition mostly from about 25% at the one dose, without a potency; inactive = the rest, 99 in 100 with inhibition below about 19%;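 note: 0% = induced wells with vehicle and 100% = uninduced wells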
M. tuberculosis = growth inhibition of non-replicating M. tuberculosis (AID 488890). one-dose inhibition, % at 25 µM; IC50 in µM for titrated hits. 320,000 compounds, 0.39% hits. Mycobacterium tuberculosis non-replicating, growth inhibition; higher % means a stronger effect; in the data active = a potency from the dose series; inconclusive = inhibition mostly from about 82% at the one dose, without a potency; inactive = the rest, 99 in 100 with inhibition below about 76%;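 note: plate controls were DMSO cells for no effect and high antibiotic wells for full effect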
VEEV TC-83 Vero = inhibitors of VEEV TC-83 cytopathic effect, confirmation, Vero cells (AID 588727); 350,000 compounds, 0.13% hits; Vero cells, VEEV TC-83 cytopathic effect inhibition; higher % means a stronger effect; one-dose inhibition, % at 20 µM; IC50 in µM for titrated hits; in the data active = a potency from the dose series; inconclusive = inhibition mostly from about 14% at the one dose, without a potency; inactive = the rest, 99 in 100 with inhibition below about 12%; note: strong numbers were not always called active
VEEV TC-83 Vero 10K pilot screen = recorded beside VEEV TC-83 Vero, whose call it bears; inhibition, %; measured here: 10K pilot screen inhibition
* marks the source's active call; other numbers are inactive results; i = inactive; ? = inconclusive; / = not tested or not shown.

SMILES	influenza NS1A	M. tuberculosis HTS	PhoP GFP inhibition	M. tuberculosis	VEEV TC-83 Vero	others
Cc1onc(C(=O)Nc2c(C)n(C)n(-c3ccccc3)c2=O)c1[N+](=O)[O-]	4%	4%	-5%	-6%	1.3%
Cc1nc(-c2ccccc2)sc1C(=O)O	4%	-6%	11%	-4%	0.8%
Cc1cc(Cl)c(S(=O)(=O)NCC2CCCO2)cc1OCC(=O)NC1CCCCC1 (stereo not given)	0%	-10%	13%	-6%	i
CCN1CCN(CC(=O)N2N=C(c3cccs3)CC2c2ccc(OC)cc2)C(=O)C1=O (stereo not given)	-6%	-4%	2%	29%	1.9%
CCc1nnc(NS(=O)(=O)c2ccc(N=Cc3c(O)n(-c4ccc(Cl)cc4)c(=O)[nH]c3=O)cc2)s1	-5%	?	4%	64%	0.1%
Cc1ccc(S(=O)(=O)NC(C(=O)Oc2ccc3ccc(=O)oc3c2)c2ccccc2)cc1 (stereo not given)	-5%	6%	-2%	19%	0.2%	VEEV TC-83 Vero 10K pilot screen=1.0
CNC(=O)c1sc(N2N=C3/C(=C\c4ccccc4)CCCC3C2c2ccccc2)nc1C (stereo not given)	-4%	/	/	/	11%
COc1ccc(S(=O)(=O)N(CC(=O)N2CCN(C)CC2)c2ccccc2)cc1OC	0%	-4%	1%	-7%	0.8%
O=C(CN1CCOCC1)N1CCc2ccccc2C(c2ccccc2)C1 (stereo not given)	-5%	3%	-24%	4%	1.1%
CCOCCn1c(CN(Cc2ccccc2)Cc2ccccc2)nc2c1c(=O)n(C)c(=O)n2C	5%	-1%	-4%	24%	5.5%

Overlap with the part before: 3 compounds, followed by the next part.
SMILES	influenza NS1A	M. tuberculosis HTS	PhoP GFP inhibition	M. tuberculosis	VEEV TC-83 Vero	others
COc1ccc(S(=O)(=O)N(CC(=O)N2CCN(C)CC2)c2ccccc2)cc1OC	0%	-4%	1%	-7%	0.8%
O=C(CN1CCOCC1)N1CCc2ccccc2C(c2ccccc2)C1 (stereo not given)	-5%	3%	-24%	4%	1.1%
CCOCCn1c(CN(Cc2ccccc2)Cc2ccccc2)nc2c1c(=O)n(C)c(=O)n2C	5%	-1%	-4%	24%	5.5%
O=C(Oc1cccc2c(O)cccc12)c1ccco1	-2%	/	/	/	i
CCCN1CCO[C@@H]2c3cc(O)ccc3OC[C@H]21	-3%	-5%	-6%	-1%	0.3%
Cc1cccc(N2CCN(C(=O)CN3C(=O)NC(C)(C4CC4)C3=O)CC2)c1C (stereo not given)	3%	/	/	/	i
O=C(Cn1c(=O)oc2ccccc21)Nc1ccc2c(c1)OCCO2	3%	-10%	10%	-21%	4.7%
O=C(OCC(=O)c1ccc[nH]1)c1ccccc1	-6%	-6%	1%	55%	1.6%
Cc1ccc(N)c(N)c1	7%	-4%	/	0%	1.8%
CC1CCCN(c2ccc(C(=O)Nc3cccnc3)cc2[N+](=O)[O-])C1 (stereo not given)	-2%	5%	2%	53%	8.0%
CCOC(=O)C(=O)c1csc(NC(=O)CCSc2ccc(C)cc2)n1	-1%	4%	-1%	-6%	1.0%
COc1ccc(-c2cc(-c3nnc(-c4ccncc4)o3)c3ccccc3n2)cc1	-5%	9%	-5%	-3%	4.8%
Cc1c(/C(O)=C2/C(=O)C(=O)N(CCN3CCOCC3)C2c2cccs2)cnn1-c1ccccc1 (stereo not given)	-7%	-4%	-5%	11%	0.3%
CCOc1ccc(NC(=O)CCCCCN2C(=O)[C@@H]3Cc4ccccc4CN3C2=O)cc1	-3%	?	4%	-5%	3.9%
Clc1cccc(CSc2nnc(-c3ccccn3)n2Cc2ccco2)c1	-1%	5%	-3%	27%	6.2%
CC1(C)CC(NC(=O)COc2ccc3ccc(=O)oc3c2)CC(C)(C)N1	-3%	0%	3%	7%	i
CCN(CC)CCCNc1oc(-c2ccccc2[N+](=O)[O-])nc1C#N	-20%	-14%	2%	12%	0.1%
COc1ccc(C(C)(C)C)cc1NC(=O)c1ccc[n+]([O-])c1	-3%	0%	14%	-15%	1.7%
COc1cc(OC)cc(-c2c(C#Cc3ccsc3)c3cc(-c4ccc5c(c4)OCO5)ccc3n2C)c1	7%	7%	/	8%	0.8%
Cc1ccc(CNC(=O)c2nn(C)c(C)c2[N+](=O)[O-])cc1	-3%	-1%	-7%	9%	i
COc1ccc(Cl)cc1NC(=O)Nc1ccc(C(=O)N2CCOCC2)cc1	13%	-11%	-1%	13%	2.6%
Cc1c(NC(=O)C2CCN(S(=O)(=O)c3ccc(Cl)cc3)CC2)c(=O)n(-c2ccccc2)n1C	-7%	-14%	-4%	-4%	i
CC(C)C1C(C#N)=C(N)Oc2n[nH]c(-c3ccccc3)c21 (stereo not given)	3%	-7%	-15%	-1%	1.4%
C=CCN(c1ccccc1Cl)S(=O)(=O)c1cccc(C(=O)NCCc2ccc(OC)cc2)c1	-8%	-4%	-3%	25%	9.0%
Cc1ccc(C)c(Nc2nc3ccccc3n3cnnc23)c1	1%	5%	-10%	16%	i
CC1CCN(C(=O)c2[nH]cnc2C(=O)N(C)Cc2ccccc2)CC1	0%	-16%	/	-11%	0.2%	VEEV TC-83 Vero 10K pilot screen=1.2
O=C(CN1C(=O)NC2(CCCCCCC2)C1=O)NCc1ccc(F)cc1	-17%	10%	/	8%	0.9%
O=C1CSC(=Nc2cccc(Cl)c2Cl)N1Cc1cccnc1	-5%	8%	18%	19%	5.8%
COc1ccc(/C=N/NC(=O)CO/N=C(\C)c2cccs2)cc1	2%	-1%	6%	2%	0.3%
O=C1CC=C2C3CC4N(CCC45c4cc(O)c(O)cc4N1C25)CC3=CCBr (stereo not given)	-18%	/	/	/	2.6%
CC(CC(=O)Nc1ccc(-c2ccno2)cc1)n1cccn1 (stereo not given)	-2%	21%	-8%	1%	2.2%
O=C(CCN1C(=O)C2CCCCC2C1=O)N1CCN(S(=O)(=O)c2cccc(F)c2)CC1 (stereo not given)	-23%	4%	-1%	0%	1.9%
C=CCSc1nnc(-c2cc3c(-c4ccccc4)nn(C)c3s2)n1C	-1%	23%	1%	31%	11%

Among those listed so far, 4 have a nitro group on carbon:
SMILES	influenza NS1A	M. tuberculosis HTS	PhoP GFP inhibition	M. tuberculosis	VEEV TC-83 Vero	others
Cc1onc(C(=O)Nc2c(C)n(C)n(-c3ccccc3)c2=O)c1[N+](=O)[O-]	4%	4%	-5%	-6%	1.3%
CC1CCCN(c2ccc(C(=O)Nc3cccnc3)cc2[N+](=O)[O-])C1 (stereo not given)	-2%	5%	2%	53%	8.0%
CCN(CC)CCCNc1oc(-c2ccccc2[N+](=O)[O-])nc1C#N	-20%	-14%	2%	12%	0.1%
Cc1ccc(CNC(=O)c2nn(C)c(C)c2[N+](=O)[O-])cc1	-3%	-1%	-7%	9%	i

Continuation:
SMILES	influenza NS1A	M. tuberculosis HTS	PhoP GFP inhibition	M. tuberculosis	VEEV TC-83 Vero	others
CC(=O)Nc1ccc(S(=O)(=O)N2CCN(C(=O)c3ncoc3-c3ccc(F)cc3)CC2)cc1	-4%	0%	15%	-4%	0.5%
Cc1onc(-c2c(Cl)cccc2Cl)c1C(=O)NCCCN1CCOCC1	4%	-8%	-14%	12%	0.8%
Cc1ccc(C(=O)Nc2ccc(S(=O)(=O)N3CCc4ccccc43)cc2)o1	6%	0%	0%	22%	i
CCOC(=O)c1sc(NC(=O)c2ccc(OC)cc2)nc1C	-19%	-7%	9%	-8%	0.7%
Cc1nn(CC(=O)O)c(C)c1C	0%	14%	-10%	3%	1.7%
CCC(NS(=O)(=O)c1ccc2c(c1)NC(=O)C(C)C(=O)N2)c1cccs1 (stereo not given)	-4%	-4%	16%	26%	1.7%	VEEV TC-83 Vero 10K pilot screen=0.2
O=C(O)c1cc2cc(OCc3ccccc3)ccc2[nH]1	3%	3%	7%	18%	i
Cc1sc(NC(=O)c2ccccc2)c(C(c2ccc(Cl)cc2)N2CCN(CCO)CC2)c1C (stereo not given)	3%	19%	-3%	80%	1.1%
CCC(NC(=O)c1ccc(C#CC2(O)CCCCC2)cc1)C(=O)O (stereo not given)	-1%	-9%	5%	-25%	i
Cc1cc(C(=O)N2CCN(c3ncccn3)CC2)cs1	7%	4%	7%	5%	5.0%
CCOc1ccc2nc(SCCNS(=O)(=O)c3ccccc3)sc2c1	3%	9%	-7%	51%	4.3%
COc1ccc(S(=O)(=O)N(C)C)cc1NC(=O)Cc1c[nH]c2ccccc12	16%	2%	-6%	22%	3.5%
COc1ccc(OC)c(C2=NO[C@@H]3C(=O)N(c4cc(Cl)ccc4OC)C(=O)[C@H]23)c1	-2%	-15%	25%	-18%	5.3%
O=C(Nc1nnc(C2CC2)s1)C1Cc2ccccc2CN1S(=O)(=O)c1cccs1 (stereo not given)	-3%	?	4%	37%	8.0%
Cc1nn(-c2ccc(F)cc2)c(Cl)c1/C=C/C(=O)OCC(=O)Nc1c(F)c(F)c(F)c(F)c1F	-1%	8%	-8%	16%	0.5%
O=C(CCNS(=O)(=O)c1ccc(Br)cc1)NC1CCN(Cc2ccccc2)CC1	-3%	0%	-2%	9%	i
Cc1ccccc1S(=O)(=O)c1cc2ccccc2nc1N	-4%	5%	-9%	22%	i
CCCC(=O)Nc1ccc(NC(=O)C2CC2)cn1	-2%	-3%	8%	-1%	1.5%
COc1ccc(C2C=C(c3ccc(Br)cc3)Nc3nc(N4C(=O)CCC4=O)nn32)cc1 (stereo not given)	2%	7%	-12%	-8%	3.4%
CCCSc1ccc([C@@H]2[C@H]3C(=O)N(CC)C(=O)[C@H]3[C@]3(C(=O)OC)CCCCN23)cc1	-13%	-7%	-10%	2%	6.8%
O=C(NNC(=S)Nc1ccc(Cl)c(Cl)c1)c1cccc([N+](=O)[O-])c1	/	5%	1%	51%	0.3%
CC1CCN(Cc2c(C(=O)O)nnn2-c2nonc2N)CC1	7%	-1%	1%	-1%	0.7%
CC(C#N)Sc1ccc(S(=O)(=O)N2CCCCC2)cn1 (stereo not given)	0%	3%	/	-10%	5.4%
CC1CCCC(NC(=O)COC(=O)c2cn(C)c3ccccc23)C1C (stereo not given)	-5%	-2%	/	-2%	2.5%
Cc1[nH]n(C(N)=S)c(=O)c1N=Nc1ccccc1C(F)(F)F	-6%	-5%	2%	78%	1.4%
Cc1ccc2nc(Cl)c(C3CC(c4ccco4)=NN3C(=O)CCCC(=O)O)cc2c1 (stereo not given)	-9%	0%	8%	-2%	0.6%
CCOC(=O)C12CNC(=O)C(C(=O)OCC)(CNC1=O)C2	3%	3%	-7%	-23%	1.1%
CCN(C(=O)CSc1n[nH]c(N)n1)c1cccc2ccccc12	-13%	-2%	/	2%	4.9%
COc1ccccc1/C=C/C=N/n1c(-c2n[nH]c3c2CCC3)n[nH]c1=S	/	-7%	-23%	-7%	9.2%
O=C(Nc1ccc(-n2ccc(C(F)(F)F)n2)cc1)c1cccs1	-9%	38%	0%	62%	5.5%
O=C(NC1CCCC1)C(c1cccs1)N(Cc1ccco1)C(=O)Cn1nnc(-c2cccs2)n1 (stereo not given)	-4%	-6%	0%	7%	i
CCOc1ccc2c(c1)c(N=O)c(O)n2C	4%	0%	-11%	-1%	1.1%
COc1cc(CCCN2C(N)=NC[C@@H]2c2ccccc2)cc(OC)c1OC	-3%	-1%	2%	2%	0.6%
O=C(NCC1CCCO1)C1CC1(c1ccccc1)c1ccccc1 (stereo not given)	-7%	8%	-7%	29%	0.4%
COc1cccc(NC(=O)CN2CCN(S(=O)(=O)c3ccc(C(C)C)cc3)CC2)c1	6%	1%	16%	1%	2.5%
COc1cccc(CC(Cc2nc3ccccc3[nH]2)c2nc3ccccc3[nH]2)c1 (stereo not given)	-2%	39%	-15%	28%	13%
COc1ccccc1-c1c(C)oc2c(CN3CCN(C)CC3)c(O)ccc2c1=O	-4%	7%	23%	13%	i
O=C(COC(=O)CC1SC(N2CCCC2)=NC1=O)Nc1ccc(Br)cc1 (stereo not given)	-5%	/	/	/	0.8%
CCOC(=O)C1CCCN(C(=O)c2cc3cc(OC)c(OC)cc3[nH]2)C1 (stereo not given)	-4%	-10%	2%	-7%	0.5%
COc1ccccc1NC(=O)C(=O)/C=C(\O)c1ccccc1	-14%	4%	13%	i	3.3%
CC1=NN(c2ccccc2)C(=O)C1C(=O)c1ccccc1 (stereo not given)	-2%	26µM*	-1%	i	0.6%
O=C(O)c1ccc(C2SCC(=O)N2Cc2ccccc2)cc1 (stereo not given)	-14%	5%	12%	-14%	3.5%
Cc1ccc(-c2csc(NCCn3c(-c4ccncc4)nc4ccccc43)n2)cc1	-4%	-4%	-17%	13%	9.3%
